# ALOX15B inhib – 15-hLO-2 (ALOX15B) enzyme inhibition | Potency, µM (titrated, usually from 57.1 µM), for inactives: at the highest dose activity change, negative = inhibition, actives largely listed as inhibitors | 110,000 compounds, 0.56% hits | purified 15hLO-2, xylenol orange hydroperoxide absorbance | O15296; also: potency is read from the fitted curve at half-maximal effect; nearly all actives have a fitted effect of over 60% in size; many of its hits are not listed in these tables
# Target sequence (O15296 whole entry, looked up): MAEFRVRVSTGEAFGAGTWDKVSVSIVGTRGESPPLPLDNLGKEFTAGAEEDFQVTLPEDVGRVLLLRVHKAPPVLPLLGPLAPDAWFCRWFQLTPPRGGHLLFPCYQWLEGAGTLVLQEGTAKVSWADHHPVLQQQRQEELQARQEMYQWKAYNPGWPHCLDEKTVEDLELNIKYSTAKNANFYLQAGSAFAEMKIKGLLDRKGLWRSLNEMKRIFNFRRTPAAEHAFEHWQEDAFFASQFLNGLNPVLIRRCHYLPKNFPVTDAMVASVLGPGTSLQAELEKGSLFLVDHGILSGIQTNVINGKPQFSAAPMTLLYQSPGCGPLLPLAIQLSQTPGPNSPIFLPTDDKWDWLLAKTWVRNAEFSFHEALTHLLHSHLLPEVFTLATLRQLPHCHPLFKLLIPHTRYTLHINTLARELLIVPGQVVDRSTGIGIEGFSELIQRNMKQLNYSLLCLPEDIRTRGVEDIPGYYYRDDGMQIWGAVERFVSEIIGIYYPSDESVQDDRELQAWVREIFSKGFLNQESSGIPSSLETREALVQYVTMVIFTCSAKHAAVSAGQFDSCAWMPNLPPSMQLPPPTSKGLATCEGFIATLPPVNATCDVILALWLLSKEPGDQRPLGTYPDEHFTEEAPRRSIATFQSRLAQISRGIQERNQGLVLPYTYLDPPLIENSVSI
#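 Enzyme 50 nM, AA 45 uM, 25 mM Hepes pH 7.5 + 0.01% Triton X-100; cpd preinc 15 min RT, rxn 90 min RT; stop/detect with 200 uM XO + 300 uM Fe(II) in 50 mM H2SO4, 30 min; A573/A405.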
# PNC inhibitor – blocks assembly of the perinucleolar compartment; PC3M PTB-GFP, PNC prevalence imaging, 16 h; stronger effect = lower value; activity change (PNC), negative = inhibition, % at 10 µM; 140,000 compounds, 3.1% hits;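 active = readout at or below -70, meaning at least 70% loss of cells showing the perinucleolar compartment, a nuclear body marking cancer cells; inconclusive = readout between -30 and a set limit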;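 also: plate controls were DMSO wells for no effect and camptothecin positive control wells for full effect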
#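 PC3M cells stably expressing PTB-GFP, 750–1000 cells/well, treated 16 h at 37 °C with compound (23 nl of library stock), in duplicate. After paraformaldehyde fixation and Hoechst stain, imaged at 20x; PNC prevalence scored by image analysis.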
# 12-hLO inh – inhibitors of human 12-lipoxygenase (ALOX12); purified 12-hLO, xylenol orange hydroperoxide absorbance; 150,000 compounds, 0.12% hits; P18054; Potency, µM (doses to about 57.1 µM), for inactives: at the highest dose activity change, negative = inhibition, most hits filed as inhibitors; AID 1452; also: potency is read from the fitted curve at half-maximal effect; nearly all actives have a fitted effect of over 55% in size; many of its hits are not listed in these tables
#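 Purified human 12hLO (150 nM final) was preincubated with compounds for 15 min at room temperature in 25 mM Hepes pH 7.0, 0.01% Triton X-100, then reacted with 40 uM arachidonic acid for 30 min. Hydroperoxide was detected with ferrous iron/xylenol orange.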
# IMPase cell inh – membrane-permeable compound that blocks inositol monophosphatase; P97697; CHO-M1 cells, IP1 accumulation, HTRF TR-FRET ratio; 120,000 tested, under 10 active; inhibition (IP1 accumulation), % at 46.1 µM; active = well fitted curve in the direction sought with a large enough effect in the signal ratio, not every such curve was filed as active; inconclusive = small, poorly fitted or top-dose-only effect, or a change in a side signal; inactive = no such curve, though single readings can be large or run the other way; the % refers to the signal ratio;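 also: cells stimulated with carbachol in lithium chloride buffer; plate controls were DMSO basal wells for no effect and reference inhibitor wells for full effect; higher means more IMPase inhibition seen as more IP1 and lower FRET ratio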
# Target sequence (P97697 whole entry, looked up): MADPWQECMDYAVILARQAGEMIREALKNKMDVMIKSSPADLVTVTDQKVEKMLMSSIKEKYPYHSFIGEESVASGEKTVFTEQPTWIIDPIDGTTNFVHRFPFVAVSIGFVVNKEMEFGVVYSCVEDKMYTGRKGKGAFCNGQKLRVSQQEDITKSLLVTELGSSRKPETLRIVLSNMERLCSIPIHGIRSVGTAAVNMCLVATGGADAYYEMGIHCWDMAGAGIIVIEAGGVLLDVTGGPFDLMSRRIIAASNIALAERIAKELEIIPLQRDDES
#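 Carbachol-driven Gq signalling in CHO-M1 cells (2000/well) generates IP1. Compounds that block IMPase raise IP1 and so reduce the FRET signal from Eu-anti-IP1 and d2-IP1 after a 10 min room-temperature lysis.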
# Starred values were filed as active, the others as inactive; ? = inconclusive; / = no result given; [ ] = dose if it differs, or a comment. Unless noted, calls follow the shape of the dose curve; as a rule, active = well fitted curve in the direction sought with a large enough effect; inconclusive = small, poorly fitted or top-dose-only effect, or another doubt; inactive = no such curve, though single readings can be large; an effect the other way counts as inactive or inconclusive. Unless noted, % is scaled to controls: 0 for no effect and ±100 for the full control effect.
compound | ALOX15B inhib | IMPase cell inh | 12-hLO inh | PNC inhibitor
Cc1cc(=O)n2c3ccccc3n(CC(O)CN3CCCCC3)c2c1C#N (stereo not given) | -9% | 11 | 2% | 30
C=CCNC(=S)NNC(=O)c1cc(C)nc2ccccc12 | / | / | 2% | 0
CCCCCCCCCCCCCCCCCCOCC(O)CO (stereo not given) | 2% | / | 3% | /
O=C(NCc1ccco1)c1ccc(Cl)c(S(=O)(=O)N2CCOCC2)c1 | -9% | 12 | -2% | -10
Cc1ccc2nc(/C(C#N)=C\c3ccc(N4CCOCC4)o3)[nH]c2c1 | / | 2 | -29% | 17
CCCCOc1cc(=O)[nH]c(=O)[nH]1 | -1% | -2 | -3% | 2
Clc1ccccc1CSc1nnc(Cn2cnc3ccccc32)n1-c1ccccc1 | 20% | -2 | 2% | 9
CC(C)(C)n1ncc2c(=O)n(CC(=O)NCc3ccccc3Cl)cnc21 | -5% | 10 | -2% | 50
Cc1cc(=O)[nH]c(SCC(=O)Nc2ccccc2C#N)c1C#N | -1% | -7 | -11% | -19
CC1(C)CC(=O)c2sc(N3CCCCC3)nc2C1 | -2% | -4 | -4% | 1
COc1ccc(N(CC(=O)Nc2cc(C)on2)S(=O)(=O)c2ccc(Cl)cc2)cc1 | -2% | 2 | -7% | -4
CCOC(=O)c1ccc(NC(=O)CSc2nnc(NC(=O)c3ccc(S(=O)(=O)N4CCOCC4)cc3)s2)cc1 | / | / | -1% | 22
O=C(CCCC(=O)OCC(Cl)=C(Cl)Cl)Nc1ccccc1F | / | 0 | -3% | -27
Cc1c(C(=O)Nc2ccc(-c3nnc4n3CCCCC4)cc2)oc2ccc(Br)cc12 | / | / | -1% | -14
O=C(N/N=C/c1cccs1)c1cccc(NC(=O)c2ccc(Cl)cc2)c1 | / | 0 | 5% | 96
Cc1ccc(C(=O)NCCCNc2ccc(C(F)(F)F)cc2[N+](=O)[O-])cc1 | / | -3 | 2% | ?
CCOC(=O)N1CCN(C(=O)CCS(=O)(=O)c2ccc(Br)s2)CC1 | -9% | 17 | -2% | ?
CCOC(=O)c1cc(S(=O)(=O)N2CCN(C(=O)OCC)CC2)cn1C | 1% | 0 | -4% | 22
CCOC(=O)c1c(NC(=S)NC)sc2c1CC(C)(C)SC2 | / | -17 | -6% | ?
Cc1c(C(=O)N/N=C/c2ccc(N(C)C)cc2)[nH]c2ccc(Cl)cc12 | / | / | -1% | -113*
Cc1ccccc1-c1nsc(SCC(=O)NCc2ccc3c(c2)OCO3)n1 | / | -15 | -1% | 24
CCN(CC)C(=O)Oc1ccc2c(=O)c(-c3ccc(OC)cc3)c(C)oc2c1 | -3% | -8 | -5% | ?
COc1ccc(/C=C/C(=O)OCC(=O)NCC2CCCO2)cc1 (stereo not given) | / | / | 1% | -82*
Cc1noc(C)c1CSc1nc2ccccc2c(=O)n1-c1ccccc1 | -5% | 14 | -8% | 10

# Quoted at random: 3 entries already listed.
compound | ALOX15B inhib | IMPase cell inh | 12-hLO inh | PNC inhibitor
O=C(CCCC(=O)OCC(Cl)=C(Cl)Cl)Nc1ccccc1F | / | 0 | -3% | -27
Cc1c(C(=O)N/N=C/c2ccc(N(C)C)cc2)[nH]c2ccc(Cl)cc12 | / | / | -1% | -113*
O=C(N/N=C/c1cccs1)c1cccc(NC(=O)c2ccc(Cl)cc2)c1 | / | 0 | 5% | 96

# The list continues.
compound | ALOX15B inhib | IMPase cell inh | 12-hLO inh | PNC inhibitor
COc1cccc(C2NC(=O)NC(C)=C2C(=O)Nc2cc(OC)ccc2OC)c1 (stereo not given) | 6% | 14 | -1% | ?
Cc1ccc(N(CC(=O)N2CCc3ccccc32)S(=O)(=O)c2cccs2)cc1 | 2% | -3 | 6% | 1
COc1ccc(C2C(C(=O)N3CCOCC3)=C(C)NC3=C2C(=O)CC(C)(C)C3)c(OC)c1 (stereo not given) | 8% | -2 | 2% | 47
Cc1ccc(NC(=O)c2nc[nH]c2C(=O)N2CCCCC2)c(C(=O)c2ccccc2)c1 | 14% | 2 | 0% | ?
CS(=O)(=O)N(Cc1ccccc1)c1ccc(C(=O)NCCSc2ccccn2)cc1 | / | -1 | 3% | 2
O=[N+]([O-])c1cccc(/C=N/Nc2cc(Cl)nc(-c3ccccc3)n2)c1 | 5% | -5 | 5% | -20
COc1ccccc1-c1cc(C(=O)N2CCN(c3ccccc3OC)CC2)no1 | 16% | -1 | -6% | -5
CCOc1cc(NC(=S)Nc2cccc(OC)c2)c(OCC)cc1NC(=O)C1CC1 | ? | 22 | ? | -106*
Cc1cn2c(-c3ccc(Cl)cc3)nnc2s1 | -1% | 0 | 3% | 8
Fc1ccc(COc2ccc(/C=N/n3cnnc3)cc2)cc1 | 0% | -4 | -3% | 35
O=C(Nc1nnc(-c2ccco2)s1)C1CC1 | -8% | -8 | -17% | 23
Cc1ccc2c(C)cc[n+](CCCS(=O)(=O)[O-])c2c1 | / | / | -3% | -27
CCn1c(N)c(C(=O)Nc2ccccc2C(=O)OC)sc1=S | ? | -7 | -16% | -11
Cc1cc(=O)[nH]c(SCC(=O)N2CCCc3ccccc32)n1 | / | -4 | -3% | -100*
C=C1CC2C3CC[C@@]4(OCOC45COCO5)[C@@]3(C)C(O)CC2[C@@]2(C)CCC(=O)C=C12 (stereo not given in full) | / | / | 0% | 43
NC(=O)N/N=C/c1ccc(N2CCOCC2)s1 | / | / | -16% | ?
CSc1nc(C)c(CCOCc2ccccc2)c(=O)[nH]1 | 0% | 7 | -1% | -11
Cc1ccc(NC(=O)C(OC(=O)c2ccc(NC(N)=O)cc2)c2ccccc2)cc1Cl (stereo not given) | / | 36[activator] | -10% | -29
COc1ccc(NC(=O)CC2C(=O)N(C)C(=S)N2CCc2ccccc2)cc1 (stereo not given) | / | / | -1% | ?
COCCN(Cc1cc2cc3c(cc2nc1Cl)OCO3)C(=O)Nc1ccc(F)cc1 | 4% | 18 | 1% | -11
CCOC(=O)c1c(OCC)[nH]c2ccc(O)cc12 | -9% | 2 | 3% | 0
O=S(=O)(Nc1ccc(Oc2ncccn2)c(Cl)c1)c1ccc(F)cc1 | -1% | 1 | 6% | 33
COc1ccc(OC)c(-c2nc(C(N)=O)c3[nH]c(=O)n(-c4ccc(F)cc4)c3n2)c1 | 0% | 5 | 6% | ?
CC(C)C(NC(=O)CSc1ccc(Cl)cc1)C(C)C | -3% | 2 | 4% | -83*
Cc1c2cccc(Sc3ccccc3)c2c2c3c(cccc13)[S+](c1ccccc1)C2 (stereo not given) | -4%[11.4 µM] | / | -7%[11.4 µM] | /
CC(C)Oc1ccccc1/C=N/NC(=O)c1ccc(F)cc1 | / | / | -8% | 47
O=c1oc2ccccc2n1CCCCCn1c(=O)oc2ccccc21 | 2% | 0 | -10% | 9
CCn1c(SCC(=O)Nc2ccccc2N2CCOCC2)nnc1-c1ccccc1 | 0% | 15 | 1% | ?
C=CCN1C(=O)C(CC(=O)O)SC1=Nc1c(C)n(C)n(-c2ccccc2)c1=O (stereo not given) | -2% | 6 | 5% | 12
COC(=O)[C@@]1(Cc2ccc(OC)cc2)[C@H]2c3cc(C(=O)N4CCCC4)n(CCF)c3C[C@H]2CN1C(=O)c1ccccc1 | 0% | / | -7% | /
Cc1ccc(C(=O)NN(CCC(=O)NC(C)(C)C)C2=NS(=O)(=O)c3ccccc32)cc1 | / | / | 2% | 22
O=C(C1CC(c2ccccc2O)=NO1)N1CCCC1 (stereo not given) | 2% | 2 | -7% | 46
CCS(=O)(=O)N1CCC(C(=O)NCc2ccc(F)cc2Cl)CC1 | -2% | 5 | 3% | 17
Fc1ccccc1COc1ccc(-c2nnn(Cc3ccccc3F)n2)cc1 | 7% | 7 | -2% | -3
O=C(NCCN1CCc2ccccc2C1)Nc1ccc(F)cc1 | 2% | ? | 8% | -27
CCCS(=O)(=O)N1CCCC(c2nc(-c3ccc(OC)cc3)no2)C1 (stereo not given) | 1% | 7 | 5% | ?
COc1ccccc1NC(=O)Cn1nnc(-c2ccccc2NS(=O)(=O)c2ccccc2)n1 | / | 13 | -4% | 38
CC(=O)N=C1SC2CS(=O)(=O)CC2N1c1ccccc1Cl (stereo not given) | 5% | 7 | 3% | ?
COCC(=O)N1CCC2(CC1)CCN(c1ccc(-c3ccccc3)cc1)CC2 | -3% | / | -3% | /
CCN(c1ccccc1)S(=O)(=O)c1ccc(Cl)c(NC(=O)Nc2ccc(Cl)cc2C#N)c1 | / | / | -8% | 5
NC1=NC(c2ccc(F)cc2)n2c(nc3ccccc32)N1 (stereo not given) | 21% | -3 | -1% | 19
COc1ccc(C2CC(=O)C3=C(C2)Nc2ncnn2C3c2ccccc2C)c(OC)c1 (stereo not given) | 18% | 3 | -2% | 30
COc1cc(S(=O)(=O)Nc2cccc(C(=O)O)c2)c(OC)cc1Cl | 3% | 0 | 3% | -6
O=C(Cn1c(=O)oc2cc(S(=O)(=O)N3CCCC3)ccc21)NC1CCCc2ccccc21 (stereo not given) | ? | -10 | 2% | ?
CCCc1ccc(-c2cc(C(=O)N/N=C/c3ccc([N+](=O)[O-])o3)c3ccccc3n2)cc1 | -10% | 7 | -9% | -4
CCC(C)NC(=O)c1ccccc1NC(=O)/C(=C/c1ccc(OC)cc1)c1ccccc1 (stereo not given) | / | 9 | -8% | ?
Cc1cc(C)nc(SCC(=O)Nc2ccc(Br)cn2)n1 | -3% | 8 | -9% | -7
COc1ncc2ncc(=O)n(Cc3cccs3)c2n1 | ? | / | -1% | /
Cc1nc2nc(SCC(=O)NCCN3CCOCC3)nn2c(C)c1Cc1ccccc1 | -6% | 3 | 1% | 0
COc1ccc(OC)c(NC(=O)C2CCCN(S(=O)(=O)c3cccc4nonc34)C2)c1 (stereo not given) | -1% | 1 | 5% | 24
Cc1cc2ccccc2n1CCNC(=O)Cc1ccccc1 | -5% | -9 | -6% | 9
Cc1cc(Oc2ccc(-c3ccccc3)cc2)nc(N2CCOCC2)n1 | 15% | 11 | 5% | -22
O=S(=O)(CCc1nc2ccccc2s1)c1ccc(Cl)cc1 | 2% | -5 | -10% | 39
O=C(CN(Cc1ccccc1F)C(=O)Cn1nnc(-c2cccs2)n1)NC1CCCCC1 | 4% | -3 | 1% | 39
COc1ccc(C)cc1N(C(=O)COc1ccccc1)c1nc2ccccc2s1 | / | / | -1% | 41
Cc1c(NC(=O)Nc2ccc3c(c2)OCO3)c(=O)n(-c2ccccc2)n1C | 0% | 7 | 2% | 31

# Going on with the list.
compound | ALOX15B inhib | IMPase cell inh | 12-hLO inh | PNC inhibitor
Cc1nnc(SCC(=O)N2CCN(c3ccccc3)CC2)n1-c1ccccc1 | 3% | 7 | -1% | ?
C/C=C(/C)C(=O)OC1c2c(ccc3ccc(=O)oc23)OC(C)(C)C1OC(C)=O (stereo not given) | / | 1 | -5% | 79
CSc1nc(NC2CCCC2)c([N+](=O)[O-])c(NC2CCCC2)n1 | 14% | 9 | -1% | /
Cc1cccc2cc(CN(CC3CCCO3)C(=O)c3cccnc3)c3nnnn3c12 (stereo not given) | 1% | -7 | -3% | -9
COc1ccccc1N1CC(C)C(=O)NC1=S (stereo not given) | / | / | -2% | 5
Cc1c(NC(=O)C2(c3ccccc3)CCCC2)c(=O)n(-c2ccccc2)n1C | -1% | 1 | 4% | 36
COc1cc(CC(=O)Nc2cccc(C(F)(F)F)c2)cc(OC)c1OC | / | / | -7% | 86
CC(=O)Nc1ccc(-c2csc(NC(=O)C3CCN(S(=O)(=O)c4cccs4)CC3)n2)cc1 | / | / | 10% | 5
CCCCCCCCn1c(=O)c(C(=O)OCC)c(O)c2ccccc21 | -14% | -3 | -3% | 9
Cc1ccc(N(CC(=O)N2CCOCC2)S(=O)(=O)c2ccccc2)cc1 | 11% | 3 | 1% | -9
CCN=C1S/C(=C\c2sccc2C)C(=O)N1CC | / | 16 | -9% | 30
Cc1ccc(C2CC(c3cccs3)n3nc(N)nc3N2)cc1 (stereo not given) | 43%[activator] | 13 | -6% | ?
Cc1ccc(N2CCN(C(=O)N3CCCC3)CC2)cc1Cl | 5% | 0 | -2% | ?

# The list is partial; rates above refer to the full screens.
